OX1R antag-1: human HCRTR1 antagonism. O43613. CHO/OX1R cells, Fluo-8 calcium fluorescence, orexin A. inhibition, % at 5 µM. 0.43% of 330,000 active. AID 434989;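 active = inhibition above its plate's threshold, mean inhibition of all tested compounds on the plate plus 3 SD, cut at about 37% in these data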;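 note: 0% = orexin A challenge wells and 100% = SB-334867-A antagonist wells; not every result past the cut was called active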
Target sequence (O43613 whole entry, looked up): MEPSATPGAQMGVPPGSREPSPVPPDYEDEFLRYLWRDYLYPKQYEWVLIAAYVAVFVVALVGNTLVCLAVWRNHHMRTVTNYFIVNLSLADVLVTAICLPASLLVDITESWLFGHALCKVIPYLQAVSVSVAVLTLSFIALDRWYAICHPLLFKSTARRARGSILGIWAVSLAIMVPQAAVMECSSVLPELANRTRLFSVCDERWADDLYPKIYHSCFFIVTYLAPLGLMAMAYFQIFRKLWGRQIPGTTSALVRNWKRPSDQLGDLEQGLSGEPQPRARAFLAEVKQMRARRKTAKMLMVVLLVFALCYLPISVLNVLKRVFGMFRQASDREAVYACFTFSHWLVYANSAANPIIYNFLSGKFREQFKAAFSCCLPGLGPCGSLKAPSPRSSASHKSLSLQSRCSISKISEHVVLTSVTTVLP
OX1R antag-2: antagonists of human orexin 1 receptor (OX1R). O43613. OX1R-expressing cells, FRET antagonist read-out. inhibition, % at 6.6 µM. 1.8% of 330,000 active. AID 485270; in the data active = inhibition mostly above about 38%, no sharp cut-off; inactive = mostly below about 40%;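 note: 0% = agonist challenge alone and 100% = reference antagonist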
* marks the source's active call; other numbers are inactive results; & = joins results of further samples.

Every second line gives: OX1R antag-1 | OX1R antag-2
1: Cc1onc(-c2ccccc2)c1C(=O)Nc1ccc2c(C)cc(=O)oc2c1
→ -5.6 | 27.1
2: O=C(O)CCCn1cc(NC(=O)c2ccco2)cn1
→ -14.6 | 14.0
3: O=S(=O)(c1cccc(-c2nnc(SCc3ccc(Cl)cc3)o2)c1)N1CCCCC1
→ -19.1 | 7.4
4: CN(CC(=O)Nc1ccc(S(N)(=O)=O)cc1)c1ccccc1
→ -1.5 | 31.7
5: Cc1nc(N)c(C#N)c(-c2cccnc2)c1C
→ -15.0 | 12.7
6: COc1ccc(/C=C/C(=O)OCC(=O)NC2CCCC(C)C2C)c(OC)c1 (centres undefined)
→ 3.5 | 9.9
7: CCOc1ccc(CN(CCC#N)C(=S)NC(=O)c2ccccc2)cc1
→ -5.1 | 13.7
8: COCCN(C(=O)CSc1nnc(C)n1-c1ccc(C)cc1)c1c(N)n(Cc2ccccc2)c(=O)[nH]c1=O
→ -4.4 | 8.6
9: Cc1cc(/C=N/Nc2ccc([N+](=O)[O-])cn2)c(C)n1-c1ccccc1
→ 2.1 | 27.2
10: O=C(Nc1ccc(-c2nnc(-c3ccco3)o2)cc1)C(c1ccccc1)c1ccccc1
→ -12.2 | 15.1
11: Cc1ccc(NC(=O)CSc2nc3c(c(=O)[nH]2)CCCC3)cc1C
→ -11.5 | 12.4
12: CC1=C/C(=N\Nc2ccccc2[N+](=O)[O-])CC(C)(C)C1
→ -17.6 | 11.9
13: COc1ccc(CN2CCN(c3ncccn3)CC2)c(C)c1C
→ -7.9 | 19.1
14: CCn1c(-c2cc(OC)ccc2OC)csc1=Nc1c(C)n(C)n(-c2ccccc2)c1=O
→ -14.2 | 15.1
15: C[C@H](NC(=O)c1ccco1)C(=O)NC1CCCCCC1
→ 0.5 | -2.9

Structures above that have a carbonyl joined to an NH by a bond outside any ring, in the order listed:
Every second line gives: OX1R antag-1 | OX1R antag-2
1: Cc1onc(-c2ccccc2)c1C(=O)Nc1ccc2c(C)cc(=O)oc2c1
→ -5.6 | 27.1
2: O=C(O)CCCn1cc(NC(=O)c2ccco2)cn1
→ -14.6 | 14.0
4: CN(CC(=O)Nc1ccc(S(N)(=O)=O)cc1)c1ccccc1
→ -1.5 | 31.7
6: COc1ccc(/C=C/C(=O)OCC(=O)NC2CCCC(C)C2C)c(OC)c1 (centres undefined)
→ 3.5 | 9.9
7: CCOc1ccc(CN(CCC#N)C(=S)NC(=O)c2ccccc2)cc1
→ -5.1 | 13.7
10: O=C(Nc1ccc(-c2nnc(-c3ccco3)o2)cc1)C(c1ccccc1)c1ccccc1
→ -12.2 | 15.1
11: Cc1ccc(NC(=O)CSc2nc3c(c(=O)[nH]2)CCCC3)cc1C
→ -11.5 | 12.4
15: C[C@H](NC(=O)c1ccco1)C(=O)NC1CCCCCC1
→ 0.5 | -2.9

The listing continues:
Every second line gives: OX1R antag-1 | OX1R antag-2
16: O=C(c1ccccc1)c1nn(-c2ccccc2)c2nnc(Cc3ccccc3)c(=O)n12
→ -0.3 | 33.8
17: Cc1cc(C)c(S(=O)(=O)N2CCCOC2CNC(=O)C(=O)NCCCn2ccnc2)c(C)c1 (centres undefined)
→ -0.2 | 10.0
18: CCSc1nc(=S)n(-c2ccccc2)c(C)c1C(C)=O
→ -9.4 | 13.8
19: O=C(CCc1nc2ccccc2c(=O)[nH]1)Nc1nnc(SCc2ccccc2)s1
→ -0.6 | 7.5
20: Cc1nc2ccc(C(=O)O)cc2c2c1CC(CN)O2 (centres undefined)
→ -15.4 | 3.9
21: C#CCNC(=O)C1=C[C@@H](C)[C@H](CCCO)[C@@H](OCC)O1
→ 3.2 | 29.2
22: Cc1ccccc1NC(=O)CN1C(=O)CSc2ccc(S(=O)(=O)N3CCCC3)cc21
→ -39.1 | 6.9
23: COc1cc(/C=C2\SC(=Nc3ccccc3)NC2=O)cc(Cl)c1O
→ 60.6* | 48.8*
24: CCn1c(CC(=O)Nc2ccccc2F)nnc1SCC(=O)N1CCOCC1
→ -3.4 | 13.5
25: COc1ccc(C(=O)N2CCN(c3ccccc3OC)CC2)cc1
→ -11.7 | 35.9
26: CC(NC(=O)C(C)N1CCN(S(=O)(=O)c2ccccc2)CC1)c1ccccc1 (centres undefined)
→ -14.8 | -4.6
27: COc1ccc(OC)c(NC(=O)c2cccnc2Sc2cc(C)ccc2C)c1
→ -17.5 | 16.9
28: O=C(CSc1ccc2nnc(CCNC(=O)c3ccccc3)n2n1)NC1CCCC1
→ -16.8 | -0.5
29: Nn1c(SCC(=O)N2CCOCC2)nnc1C1CC1
→ -8.2 | 3.5
30: CN1CCN(NC(=O)/C=C/c2cccc([N+](=O)[O-])c2)CC1
→ -16.7 | 25.5

Every second line gives: OX1R antag-1 | OX1R antag-2
31: COc1ccc(OCC(O)COc2ccc(OC)cc2)cc1
→ -9.6 | 7.0
32: COc1ccc(-n2ncc3c(NCC4CCCO4)ncnc32)cc1 (centres undefined)
→ -17.4 | 39.9
33: S=C(NCCc1ccccc1)NN=C1CCCCCC1
→ -11.9 | 23.2
34: C=CCC(C=C)S(=O)(=O)c1ccc(C)cc1 (centres undefined)
→ -21.2 | 16.3
35: Cc1ccc(S(=O)(=O)N2CCCC(CCC(=O)NCc3ccccc3F)C2)s1 (centres undefined)
→ -21.8 | 26.9
36: CCOC(=O)/C(=C\c1ccc([N+](=O)[O-])o1)NC(=O)c1ccccc1
→ -27.2 | 43.0*
37: O=C(NNc1nc2c(F)cccc2s1)c1ccccc1
→ -1.8 | 5.3
38: O=S(=O)(/C=C/c1cccc(Br)c1)N1CCOCC1
→ -8.6 | 1.4
39: CCOC(=O)c1cccc(S(=O)(=O)N2CCCC2)c1
→ -3.8 | 21.1
40: O=C(COc1ccccc1Cl)Nn1cnnc1
→ -12.0 | 12.0
41: O=C(COC(=O)c1ccccn1)Nc1cccc(Cl)c1Cl
→ -15.0 | 8.3
42: Cc1cc(NC(=O)CSc2nc3ccc(Cl)cc3[nH]2)no1
→ -19.6 | 29.2
43: CCOC(=O)c1[nH]c2ccc(OC)cc2c1NC(=O)c1nonc1C
→ -32.6 | -0.1
44: CCOC(=O)c1[nH]c2c(c1C)C(=O)CC(c1ccc(N(C)C)cc1)C2 (centres undefined)
→ -16.9 | 17.3
45: CCOC(=O)N1CCN(C(=O)c2ccc(Cn3c(=S)[nH]c4cc(C(=O)OC)ccc4c3=O)cc2)CC1
→ -26.8 | 9.0

Every second line gives: OX1R antag-1 | OX1R antag-2
46: COc1ccc(C2CC(=O)Nc3n[nH]c(-c4ccccc4)c32)cc1OC (centres undefined)
→ -5.0 | 4.3
47: Cn1c(=O)c2c(nc(CN3CCCCC3)n2Cc2c(F)cccc2Cl)n(C)c1=O
→ -8.6 | 21.0
48: COc1cc(F)cc(C2=CC(=O)C[C@H](c3ccc(F)cc3)C2)c1
→ -42.8 | 7.1
49: C/C(=N\NC(=O)C1COc2ccccc2O1)c1ccc(C)o1 (centres undefined)
→ -21.8 | 12.6
50: O=C(O)CC1S/C(=N/N=C/C=C/c2ccccc2)NC1=O (centres undefined)
→ -8.7&-7.1 | 24.8&25.9
51: O=C(NCc1cccs1)c1cccnc1SCCS(=O)(=O)c1ccc(C(F)(F)F)cn1
→ -9.9 | 1.4
52: Cc1nnc(SCC(=O)N2CCN(Cc3ccccc3)CC2)s1
→ 13.5 | 8.2
53: O=C(NC1=NCCS1)c1ccccc1OCc1ccccc1Cl
→ -27.7 | 8.9
54: Cc1nnc(NC(=O)CC(CN(C)S(=O)(=O)c2ccccc2)c2ccccc2)s1 (centres undefined)
→ -29.9 | 7.7
55: Cc1ccc(S(=O)(=O)NCc2cccnc2)cc1C
→ -2.7 | 0.9
56: CCN(CC)CC(=O)Nc1sc(C)cc1C(=O)c1ccccc1
→ -48.3 | 7.4
57: COc1ccc(CC(=O)NCc2cn3ccsc3n2)cc1
→ -11.5 | 3.7
58: O=C(c1ccc2c(c1)OCCO2)C1CCN(C(=O)c2ccc(F)c(F)c2)CC1
→ -25.9 | 0.5
59: CN(Cc1c(C(=O)N/N=C/c2ccccc2)nnn1-c1nonc1N)C1CCCCC1
→ -1.7 | 10.5
60: COc1cc(/C=C(/C#N)c2nc3ccccc3[nH]2)ccc1OCC(=O)Nc1ccccc1C
→ -17.1 | 2.6

Every second line gives: OX1R antag-1 | OX1R antag-2
61: Cc1cc(C)c(OCC(=O)OCC(=O)N2CCc3ccccc3C2)c(C)c1
→ -5.7 | 3.8
62: COc1ccc(C2C3=C(N=C4SCC(=O)N42)c2ccccc2CC3)cc1OC (centres undefined)
→ -15.8 | 26.5
63: COC(=O)Nc1ccc2c(c1)ncn2C1CCCCC1
→ -9.7 | 12.3
64: COc1ccc(C(=O)N/C(=C\c2cn(C)c3ccccc23)C(=O)NCCN2CCOCC2)cc1OC
→ 0.1 | 7.2
65: OC(CNCC(c1ccco1)N1CCCCC1)c1ccccc1 (centres undefined)
→ -23.9 | 6.7
66: COc1ccccc1NC(=S)NCc1ccccn1
→ -2.5 | 4.7
67: CCOC(=O)c1c(NC(=O)c2ccc(C)cc2)sc2c1CC(C)(C)NC2(C)C
→ -12.4 | 1.8
68: COc1ccc(CN=CC2=C(O)CNC2=O)cc1OC
→ 7.2 | 4.7
69: CN1CCN(C(=O)C23CC4CC(CC(C4)C2)C3)CC1
→ -4.2 | 0.5
70: COC(=O)c1cccc(NC(=O)CSc2ncn[nH]2)c1
→ -6.3 | 16.0
71: Cc1ccc(N=C2NC(=O)CS2)cc1
→ -1.6 | 11.3
72: Cc1csc(=O)n1CC(=O)OCC(=O)c1c(N)n(CC(C)C)c(=O)n(C)c1=O
→ -14.5 | 10.4
73: Cc1ccc(C(=O)N/C(=C/c2ccco2)C(=O)NCCc2c[nH]c3ccccc23)cc1C
→ 14.4 | 29.9
74: CSCC(=O)N1CCC(Oc2cccc(C(=O)NCc3ccccn3)c2)CC1
→ -6.1 | 3.1
75: Cc1nc2cc(NC(=O)N3c4ccccc4CC3C)ccc2n1C (centres undefined)
→ -29.1 | 7.7

Every second line gives: OX1R antag-1 | OX1R antag-2
76: CC(C)n1cc(CN2CCCC(CNS(=O)(=O)c3cccc4cccnc34)C2)cn1 (centres undefined)
→ -21.9 | 8.0
77: O=C1C2C3C=CC(C2C(=O)N1c1ccc(O)cc1)C1C2C(=O)N(c4ccc(O)cc4)C(=O)C2C31 (centres undefined)
→ -7.6 | 20.7
78: Cc1ccc(/C=N/NC(=O)c2n[nH]c3c2CCCC3)cc1
→ -5.5 | 5.5
79: COc1ccc(-c2nc(CN3CCN(c4ccccc4OC)CC3)c(C)o2)cc1
→ -35.3 | 14.1
80: O=S(=O)(c1ccc(Cl)s1)N1CCN(C/C=C/c2ccccc2)CC1
→ -24.7 | 4.5
81: COC(=O)c1cc(COc2ccc3oc(C)c(C(=O)OC(C)C)c3c2)c(C)o1
→ -42.6 | 12.2
82: CSc1ccc(CNC(=O)c2c(C)noc2C)s1
→ 0.9 | 3.2
83: CC1CCN(S(=O)(=O)c2cccc(C(=O)NC3CCCCC3)c2)CC1
→ -30.9 | 14.2
84: COc1cc(CCC(=O)N2CCN(S(=O)(=O)c3ccc(C)cc3)CC2)cc(OC)c1OC
→ 4.8 | -4.1
85: COC(=O)N/N=C\c1ccc(OC/C=C/c2ccccc2)c(OC)c1
→ -30.3 | 11.5
86: CCN(CC(=O)NC1CCS(=O)(=O)C1)S(=O)(=O)c1ccccc1Cl (centres undefined)
→ 3.0 | -6.8
87: O=C(c1ccccc1)c1ccc(OCC(O)CN2CCOCC2)cc1 (centres undefined)
→ -21.5 | 5.6
88: COc1cccc(-c2nc(-c3ccc(C(=O)O)cc3)no2)c1
→ 6.7 | -3.2
89: CC1CCN(C(=O)CSc2nnc(-c3ccco3)o2)CC1
→ -0.8 | 18.2
90: CCOc1cc(C=O)cc(Cl)c1OCC(N)=O
→ -7.0 | 11.2

Every second line gives: OX1R antag-1 | OX1R antag-2
91: CCN(C(=O)COC(=O)c1[nH]c(=O)[nH]c(=O)c1N)c1ccccc1
→ -12.1 | 34.5
92: OCCC1CN(Cc2cnc(-c3ccccc3)s2)CCN1Cc1ccccc1 (centres undefined)
→ -36.8 | 10.1
93: CC1CCCC(C)N1/N=C/c1cc(Br)cc(Br)c1O (centres undefined)
→ -16.9 | -1.7
94: CCOc1ccc2nc(SCC(=O)c3ccc(C)s3)sc2c1
→ -31.5 | 28.9
95: O=C(COc1ccccc1F)N1CCc2ccccc2C1
→ -16.9 | -1.3

3 of the compounds above, as a markdown table.
| cpd | smiles | OX1R antag-1 | OX1R antag-2 |
| --- | --- | --- | --- |
| 92 | OCCC1CN(Cc2cnc(-c3ccccc3)s2)CCN1Cc1ccccc1 (centres undefined) | -36.8 | 10.1 |
| 93 | CC1CCCC(C)N1/N=C/c1cc(Br)cc(Br)c1O (centres undefined) | -16.9 | -1.7 |
| 94 | CCOc1ccc2nc(SCC(=O)c3ccc(C)s3)sc2c1 | -31.5 | 28.9 |

Screening data from PubChem.
